GPR55 antagonists: inhibition of LPI-stimulated GPR55 beta-arrestin translocation – imaging, U2OS, beta-arrestin-GFP, LPI agonist, primary screen (AID 2013). U2OS GPR55 beta-arrestin-GFP translocation imaging, LPI antagonism; higher % means a stronger effect. one-dose inhibition, % at 10 µM; IC50 in µM for titrated hits. 290,000 tested, 0.13% active;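 active means spots per cell inhibited over 60%, with over 100 cells counted and total cytoplasm intensity under 500,000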;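 further: U2OS cells stably carrying GPR55 and arrestin-GFP stimulated by 5 µM LPI near EC80; imaged beta-arrestin-GFP aggregate spots per cell after agonist stimulation; plate controls were LPI-stimulated DMSO wells for no effect and DMSO wells without LPI for full effect; some results filed as inactive read as strong as hits; confirmed hits need IC50 under 10 µM and bright autofluorescent wells are also inconclusive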
NTR1 ag: NTR1-driven beta-arrestin-GFP spot formation – imaging, U2OS cells, high content, primary screen (AID 493036); P30989; agonist mode; activation, % at 20 µM; 330,000 tested, 0.17% active;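 active means activation at or above 40% of the spot to cytoplasm intensity ratio, with at least 20 cells analyzed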;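 further: 0% = DMSO without peptide and 100% = 100 nM NTR1 peptide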
Target sequence (P30989 whole entry, looked up): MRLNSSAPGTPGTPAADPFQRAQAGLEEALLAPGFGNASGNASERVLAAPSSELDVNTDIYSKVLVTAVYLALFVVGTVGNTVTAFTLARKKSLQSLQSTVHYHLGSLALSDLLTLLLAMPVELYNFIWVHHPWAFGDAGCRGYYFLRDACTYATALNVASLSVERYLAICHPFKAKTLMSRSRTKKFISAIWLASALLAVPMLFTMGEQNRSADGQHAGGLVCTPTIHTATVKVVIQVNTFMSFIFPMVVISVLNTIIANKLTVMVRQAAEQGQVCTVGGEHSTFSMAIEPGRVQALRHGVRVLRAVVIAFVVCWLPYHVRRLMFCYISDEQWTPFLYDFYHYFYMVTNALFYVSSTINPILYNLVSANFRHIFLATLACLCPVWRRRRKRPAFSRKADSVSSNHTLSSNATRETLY
GPR55 activation: GPR55 agonists via beta-arrestin recruitment, primary screen, imaging, U2OS cells, beta-arrestin-GFP redistribution (AID 1961); U2OS GPR55 beta-arrestin-GFP redistribution imaging; higher % means a stronger effect; activation, % at 10 µM, or EC50 in µM where a hit was titrated; 290,000 tested, 0.048% active;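 active means activation above 40% with more than 50 cells counted in the well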;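 further: U2OS osteosarcoma cells stably expressing GPR55 and beta-arrestin-GFP; plate controls were DMSO negative control for no effect and LPI positive control for full effect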
Large T inhibition: SV40 large T antigen inhibitors, biochemical (AID 1903); SV40 large T antigen ATPase/helicase inhibition assay; higher % means a stronger effect; one-dose inhibition, % at 20 µM; IC50 in µM for titrated hits; 310,000 tested, 0.39% active; in the data active means a potency from the dose series; further: strong numbers were not always called active
Hep lipid drop: modulators of hepatic lipid droplet formation | AID 1656 | AML12 mouse hepatocytes, oleate lipid droplets, BODIPY imaging | inhibition, % at 6.5 µM | 240,000 tested, 0.4% active;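 active means lipid droplet intensity inhibited by at least 50%, with more than 500 cells counted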
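Test system: AML12 mouse liver cells; schedule: overnight exposure; technique: high-content imaging of BODIPY-stained droplets and DAPI nuclei; read-out: % inhibition of corrected integrated BODIPY droplet signal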
Rac1 GTP hydrolysis: MgcRacGAP GTPase-activating activity inhibitors, confirmation, biochemical, ADP Hunter fluorescence; AID 624330; 340,000 tested, 0.6% active; inhibition, % at 30 µM, or IC50 in µM where a hit was titrated; MgcRacGAP-stimulated Rac1 GTP hydrolysis, ADP Hunter fluorescence; higher % means a stronger effect; GST-tagged Rac1 F28L mutant substrate;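 active means first-screen hits whose inhibition reached a set limit at any dose in the follow-up dose series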;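 further: fluorescence reports GDP produced by GAP-driven GTP hydrolysis; strong numbers were not always called active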
GPR35 antagonists: GPR35 antagonists blocking zaprinast-driven arrestin recruitment, primary screen, imaging, U2OS, beta-arrestin-GFP, zaprinast agonist (AID 2058); U2OS GPR35 beta-arrestin-GFP translocation imaging, zaprinast antagonism; higher % means a stronger effect; one-dose inhibition, % at 10 µM; IC50 in µM for titrated hits; 290,000 tested, 0.052% active;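 active means inhibition of at least 50% with at least 30 cells and total cytoplasm GFP at most 10,000,000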
LYP inhibition: PTPN22 lymphoid phosphatase activity blockers – biochemical, fluorescence intensity, uHTS (AID 1779); recombinant LYP phosphatase, fluorescence intensity; higher % means a stronger effect; one-dose inhibition, % at 11.5 µM; IC50 in µM for titrated hits; 290,000 tested, 0.054% active; in the data active means inhibition above about 50%;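 further: plate controls were vehicle with enzyme for no effect and no enzyme for full effect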
T cell modulator: T cell immune modulation candidate | 2C CD8+ T cell-vesicle binding, flow cytometry; hits give low values | calls only at 7 µM | 330,000 tested, 0.068% active;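 active means response, share of CD8 T cells binding vesicles, and their 90th percentile fluorescence all below set limits, cut at about 80% in these data, passing the limit was not always enough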
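material = purified 2C TCR transgenic mouse naive CD8+ T cells | controls = Unloaded micro-vesicles (low), QL9 vesicles with 0.7% DMSO (high) | detection = cytometric PE anti-B7-1 and Alexa647 anti-CD8 signals after 1% paraformaldehyde fixation | incubation = binding step 1.5 h, 37 °C, antibody labelling 20 min, ice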
Hep lipid drop cells 6.5 µM: recorded beside Hep lipid drop, whose call it bears; cell count; measured here: cell count, cytotoxicity flag;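 cells counted across two imaged fields per well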
T cell modulator vesicle-bound %: recorded beside T cell modulator, whose call it bears; double positive events, %; measured here: CD8+ vesicle-bound cell fraction;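 binding gate set so that unloaded-vesicle control wells show 10% double positive cells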
NTR1 ag cell count 20 µM: second read-out of NTR1 ag, no call of its own (marks repeat the call); cell count; measured here: cell count, cytotoxicity flag
The depositor's hits bear a star.

How did Cc1ccc(-c2cc(C(=O)N3CCN(c4ccc(F)cc4)CC3)c3ccccc3n2)o1 do in these assays?
GPR55 antagonists: 2%; NTR1 ag: 3.3; GPR55 activation: -0.1%; Large T inhibition: -7%; Rac1 GTP hydrolysis: 5%; GPR35 antagonists: -17%; LYP inhibition: -1%; T cell modulator: inactive; T cell modulator vesicle-bound %: 54; NTR1 ag cell count 20 µM: 37

How did COc1ccccc1CNC(=O)C1CCCN(S(=O)(=O)c2ccc3c(c2)C(C)(C)C(=O)N3C)C1 (stereo not given) do in these assays?
GPR55 antagonists: -17%; NTR1 ag: -1.4; GPR55 activation: -0.1%; Hep lipid drop: -3; Rac1 GTP hydrolysis: -6%; GPR35 antagonists: 0%; LYP inhibition: -7%; T cell modulator: inactive; Hep lipid drop cells 6.5 µM: 676; T cell modulator vesicle-bound %: 7; NTR1 ag cell count 20 µM: 62

What do the screens show for `COc1ccc(C(=O)N2CCCC(C(=O)c3ccccc3OC)C2)cc1OC` (stereo not given)?
GPR55 antagonists: 0%; NTR1 ag: -0.1; GPR55 activation: -0.1%; Large T inhibition: 2%; Hep lipid drop: -3; Rac1 GTP hydrolysis: 8%; GPR35 antagonists: 10%; LYP inhibition: -9%; T cell modulator: inactive; Hep lipid drop cells 6.5 µM: 745; T cell modulator vesicle-bound %: 56; NTR1 ag cell count 20 µM: 46

How did COc1ccc(C(=O)N2CCOC2CNC(=O)C(=O)NCc2ccccc2Cl)cc1 (stereo not given) do in these assays?
GPR55 antagonists: 16%; NTR1 ag: 1.3; GPR55 activation: -0.1%; Large T inhibition: 21%; Hep lipid drop: 0; Rac1 GTP hydrolysis: 6%; GPR35 antagonists: 14%; LYP inhibition: -6%; T cell modulator: inactive; Hep lipid drop cells 6.5 µM: 850; T cell modulator vesicle-bound %: 67; NTR1 ag cell count 20 µM: 60

Results for Cc1nc(-c2ccccc2)sc1C(=O)CSc1ccc(Cl)cc1 ?
GPR55 antagonists: 7%; NTR1 ag: 2.6; GPR55 activation: -0.2%; Large T inhibition: 3%; Hep lipid drop: 6; Rac1 GTP hydrolysis: 2%; GPR35 antagonists: -7%; LYP inhibition: -4%; T cell modulator: inactive; Hep lipid drop cells 6.5 µM: 652; T cell modulator vesicle-bound %: 19; NTR1 ag cell count 20 µM: 54

What do the screens show for `CC(=O)Nc1ccccc1OC(C)C(=O)N1CCC(C)CC1` (stereo not given)?
GPR55 antagonists: 6%; NTR1 ag: 0.4; GPR55 activation: -0.3%; Large T inhibition: 8%; Hep lipid drop: 8; Rac1 GTP hydrolysis: 3%; GPR35 antagonists: -3%; LYP inhibition: -2%; T cell modulator: inactive; Hep lipid drop cells 6.5 µM: 694; T cell modulator vesicle-bound %: 24; NTR1 ag cell count 20 µM: 51

Results for O=C(Nc1ncc(C(F)(F)F)cc1Cl)c1ccc(S(=O)(=O)N2CCOCC2)cc1 ?
GPR55 antagonists: 10%; NTR1 ag: 0.0; GPR55 activation: -0.4%; Large T inhibition: 6%; Hep lipid drop: 28; Rac1 GTP hydrolysis: 4%; GPR35 antagonists: -9%; LYP inhibition: -3%; T cell modulator: inactive; Hep lipid drop cells 6.5 µM: 693; T cell modulator vesicle-bound %: 46; NTR1 ag cell count 20 µM: 44

What do the screens show for `O=c1cc2c(nn1Cc1cccc([N+](=O)[O-])c1)-c1ccccc1CC2`?
GPR55 antagonists: 14%; NTR1 ag: 3.2; GPR55 activation: -0.3%; Large T inhibition: 8%; Hep lipid drop: 28; Rac1 GTP hydrolysis: 10%; GPR35 antagonists: 8%; LYP inhibition: -1%; T cell modulator: inactive; Hep lipid drop cells 6.5 µM: 716; T cell modulator vesicle-bound %: 35; NTR1 ag cell count 20 µM: 43

What do the screens show for `O=C(Nc1ccccc1Sc1ccccc1)C1CCCO1` (stereo not given)?
GPR55 antagonists: 4%; NTR1 ag: 0.0; GPR55 activation: 0.1%; Large T inhibition: 3%; Hep lipid drop: -24; Rac1 GTP hydrolysis: 6%; GPR35 antagonists: 29%; LYP inhibition: -6%; T cell modulator: inactive; Hep lipid drop cells 6.5 µM: 706; T cell modulator vesicle-bound %: 40; NTR1 ag cell count 20 µM: 37

What do the screens show for `CN(C)N1C(N)=C(C#N)C(c2ccc(Br)cc2)C2=C1CC(C)(C)CC2=O` (stereo not given)?
GPR55 antagonists: -3%; NTR1 ag: -0.4; GPR55 activation: -0.1%; Large T inhibition: 3%; Hep lipid drop: -6; Rac1 GTP hydrolysis: 15%; GPR35 antagonists: 6%; LYP inhibition: -3%; T cell modulator: inactive; Hep lipid drop cells 6.5 µM: 388; T cell modulator vesicle-bound %: 35; NTR1 ag cell count 20 µM: 99

How did COCCCNC(=O)CCC(=O)NNc1nc2ccccc2c2nc(-c3ccccc3)nn12 do in these assays?
GPR55 antagonists: 12%; NTR1 ag: 1.2; GPR55 activation: 0.1%; Large T inhibition: 16%; Hep lipid drop: -30; Rac1 GTP hydrolysis: 9%; GPR35 antagonists: 3%; LYP inhibition: -5%; T cell modulator: inactive; Hep lipid drop cells 6.5 µM: 579; T cell modulator vesicle-bound %: 36; NTR1 ag cell count 20 µM: 82

Results for Cc1ccc(OCC(=O)Nc2cccc(-c3nnc(-c4ccccc4)o3)c2)c(C)c1 ?
GPR55 antagonists: 3%; NTR1 ag: 5.6; GPR55 activation: -0.4%; Large T inhibition: 24%; Hep lipid drop: -31; Rac1 GTP hydrolysis: -2%; GPR35 antagonists: 7%; LYP inhibition: -3%; T cell modulator: inactive; Hep lipid drop cells 6.5 µM: 722; T cell modulator vesicle-bound %: 35; NTR1 ag cell count 20 µM: 73

Results for NC(=O)c1c(NC(=O)CSc2nnc(-c3ccccc3)n2CC2CCCO2)sc2c1CCC2 (stereo not given) ?
GPR55 antagonists: -14%; NTR1 ag: -0.2; GPR55 activation: -0.2%; Large T inhibition: 5%; Hep lipid drop: -21; Rac1 GTP hydrolysis: -2%; GPR35 antagonists: 9%; LYP inhibition: -2%; T cell modulator: inactive; Hep lipid drop cells 6.5 µM: 663; T cell modulator vesicle-bound %: 12; NTR1 ag cell count 20 µM: 61

Results for COC(=O)Nc1nnc(SCc2ccc(C)cc2)s1 ?
GPR55 antagonists: -1%; NTR1 ag: 0.5; GPR55 activation: 0.1%; Large T inhibition: 1%; Hep lipid drop: 14; Rac1 GTP hydrolysis: 0%; GPR35 antagonists: -4%; LYP inhibition: -3%; T cell modulator: inactive; Hep lipid drop cells 6.5 µM: 732; T cell modulator vesicle-bound %: 8; NTR1 ag cell count 20 µM: 70

Results for COc1ccc(/C=N/N2CCN(c3ccccc3)CC2)cc1Br ?
GPR55 antagonists: 10%; NTR1 ag: -0.4; GPR55 activation: -0.2%; Large T inhibition: 2%; Hep lipid drop: 5; Rac1 GTP hydrolysis: 10%; GPR35 antagonists: 6%; LYP inhibition: -4%; T cell modulator: inactive; Hep lipid drop cells 6.5 µM: 854; T cell modulator vesicle-bound %: 61; NTR1 ag cell count 20 µM: 69

The closing 2 compounds of the section before are carried over, then new ones follow.
Results for COC(=O)Nc1nnc(SCc2ccc(C)cc2)s1 ?
GPR55 antagonists: -1%; NTR1 ag: 0.5; GPR55 activation: 0.1%; Large T inhibition: 1%; Hep lipid drop: 14; Rac1 GTP hydrolysis: 0%; GPR35 antagonists: -4%; LYP inhibition: -3%; T cell modulator: inactive; Hep lipid drop cells 6.5 µM: 732; T cell modulator vesicle-bound %: 8; NTR1 ag cell count 20 µM: 70

Results for COc1ccc(/C=N/N2CCN(c3ccccc3)CC2)cc1Br ?
GPR55 antagonists: 10%; NTR1 ag: -0.4; GPR55 activation: -0.2%; Large T inhibition: 2%; Hep lipid drop: 5; Rac1 GTP hydrolysis: 10%; GPR35 antagonists: 6%; LYP inhibition: -4%; T cell modulator: inactive; Hep lipid drop cells 6.5 µM: 854; T cell modulator vesicle-bound %: 61; NTR1 ag cell count 20 µM: 69

Results for CCCc1c(C)nn(-c2ncccc2[N+](=O)[O-])c1C ?
GPR55 antagonists: -7%; NTR1 ag: -0.4; GPR55 activation: -0.1%; Large T inhibition: 6%; Hep lipid drop: 4; Rac1 GTP hydrolysis: 4%; GPR35 antagonists: -2%; LYP inhibition: -10%; T cell modulator: inactive; Hep lipid drop cells 6.5 µM: 659; T cell modulator vesicle-bound %: 14; NTR1 ag cell count 20 µM: 58

What do the screens show for `O=C(Nc1cccc(S(=O)(=O)NC2=NCCCCC2)c1)c1cc(-c2ccco2)nc2ccccc12`?
GPR55 antagonists: 1%; NTR1 ag: 3.9; GPR55 activation: 0.2%; Large T inhibition: 17%; Hep lipid drop: 0; Rac1 GTP hydrolysis: 19%; GPR35 antagonists: 21%; LYP inhibition: 12%; T cell modulator: inactive; Hep lipid drop cells 6.5 µM: 661; T cell modulator vesicle-bound %: 43; NTR1 ag cell count 20 µM: 58

How did COc1ccc(-c2nc(C(F)(F)F)c(OC)o2)cc1OC do in these assays?
GPR55 antagonists: 3%; NTR1 ag: 0.7; GPR55 activation: -0.4%; Large T inhibition: 7%; Hep lipid drop: 5; Rac1 GTP hydrolysis: 14%; GPR35 antagonists: 0%; LYP inhibition: -10%; T cell modulator: inactive; Hep lipid drop cells 6.5 µM: 722; T cell modulator vesicle-bound %: 50; NTR1 ag cell count 20 µM: 45

What do the screens show for `O=C(CN1C(=O)COc2ccc(S(=O)(=O)N3CCCC3)cc21)NC1CC1`?
GPR55 antagonists: -7%; NTR1 ag: -0.5; GPR55 activation: 0.0%; Large T inhibition: 5%; Hep lipid drop: 0; Rac1 GTP hydrolysis: 1%; GPR35 antagonists: 10%; LYP inhibition: 0%; T cell modulator: inactive; Hep lipid drop cells 6.5 µM: 705; T cell modulator vesicle-bound %: 10; NTR1 ag cell count 20 µM: 60

Results for COc1ccc(/C=C/C(=O)N/C(=C\c2ccco2)C(=O)NCCc2nc3ccccc3[nH]2)cc1 ?
GPR55 antagonists: 9%; NTR1 ag: -1.3; GPR55 activation: -0.2%; Large T inhibition: 20%; Hep lipid drop: 6; Rac1 GTP hydrolysis: 4%; GPR35 antagonists: -8%; LYP inhibition: 10%; T cell modulator: inactive; Hep lipid drop cells 6.5 µM: 528; T cell modulator vesicle-bound %: 35; NTR1 ag cell count 20 µM: 40

Results for CC(=O)NN1C(=O)c2ccccc2NC1c1ccccc1F (stereo not given) ?
GPR55 antagonists: 12%; NTR1 ag: 0.5; GPR55 activation: -0.2%; Large T inhibition: 10%; Rac1 GTP hydrolysis: 4%; GPR35 antagonists: 5%; LYP inhibition: 1%; T cell modulator: inactive; T cell modulator vesicle-bound %: 54; NTR1 ag cell count 20 µM: 87
